VLA-4 inh: inhibition in a human VLA-4 binding assay; inhibition, % (about 7 µM as worked out from the volumes in the protocol); VLA-4 expressing cells, ligand binding flow cytometry; actives 0.2% (n = 330,000); in the data active = inhibition above about 50%
procasp3 activ: activates human procaspase-3 | P42574 | actives 0.11% (n = 330,000) | recombinant procaspase-3 D3A, Ac-DEVD-pNA absorbance 405 nm | activation, % at 8.5 µM;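 active = activation above the mean of all tested compounds plus 3 SD, cut at about 21% in these data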;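 also: 0% = DMSO alone and 100% = DMSO wells spiked with extra 5 µM PC-3 D3A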
Target sequence (P42574 whole entry D9A/D28A/D175A): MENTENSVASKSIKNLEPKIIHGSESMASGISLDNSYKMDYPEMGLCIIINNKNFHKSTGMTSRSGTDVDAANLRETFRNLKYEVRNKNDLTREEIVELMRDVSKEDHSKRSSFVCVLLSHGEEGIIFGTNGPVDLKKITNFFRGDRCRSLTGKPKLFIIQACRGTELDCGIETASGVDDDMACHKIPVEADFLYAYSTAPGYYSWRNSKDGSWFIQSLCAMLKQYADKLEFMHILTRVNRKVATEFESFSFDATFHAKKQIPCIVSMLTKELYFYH
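Test system: Procaspase-3 D3A mutant; medium: Zinc-free HEPES/NaCl buffer with 0.01% Triton X-100 at pH 7.4; reagent: DEVD-pNA substrate; doses: one concentration, 8.5 µM nominal, 0.8% DMSO; times: 1 h preincubation plus 2 h reaction at 25 °C; signal: Epi-absorbance at 405 nm of released p-nitroaniline, 0 and 120 min; replicates: singlicate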
Fh CTSL1 inh: counter-screen for PFM18AAP inhibitors: inhibitors of F. hepatica cathepsin L1 | recombinant F. hepatica cathepsin L1, Z-Leu-Arg-MCA fluorescence | inhibition, % at 5.96 µM | actives 0.49% (n = 300,000) | AID 1906;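 active = inhibition above the mean of all tested compounds plus 3 SD, set per screening campaign, cut at about 17% in these data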;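 also: 0% = plate median of test compound wells and 100% = 1 µM Z-Phe-Ala-diazomethylketone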
GASC-1 inh: inhibitors of human GASC-1 (JMJD2C) demethylase; Q9H3R0; GST-JMJD2C(1-420) H3K9me3 demethylation, DELFIA europium; inhibition, % at 2.35 µM; actives 0.069% (n = 330,000); AID 2099;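 active = more than half of a compound's replicate wells show inhibition beyond 50%, single wells judged on their own value; inconclusive = some, but no more than half, of replicates pass 50% inhibition; inactive = no replicate passes 50% inhibition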;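 also: signal counts dimethyl H3K9 product captured on neutravidin plate; 0% = median of DMSO wells and 100% = 0.3 times that DMSO median; strong numbers were not always called active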
PP5 primary: inhibitors of human protein phosphatase 5 (PP5); inhibition, % at 6.7 µM; purified PP5c, OMFP substrate fluorescence; actives 0.18% (n = 320,000);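 active = inhibition above the campaign's mean inhibition across all tested compounds plus 3 SD, cut at about 9.5% in these data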;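 also: 0% = DMSO only and 100% = 100 µM cantharidin control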
Target sequence (P53041 whole entry, looked up): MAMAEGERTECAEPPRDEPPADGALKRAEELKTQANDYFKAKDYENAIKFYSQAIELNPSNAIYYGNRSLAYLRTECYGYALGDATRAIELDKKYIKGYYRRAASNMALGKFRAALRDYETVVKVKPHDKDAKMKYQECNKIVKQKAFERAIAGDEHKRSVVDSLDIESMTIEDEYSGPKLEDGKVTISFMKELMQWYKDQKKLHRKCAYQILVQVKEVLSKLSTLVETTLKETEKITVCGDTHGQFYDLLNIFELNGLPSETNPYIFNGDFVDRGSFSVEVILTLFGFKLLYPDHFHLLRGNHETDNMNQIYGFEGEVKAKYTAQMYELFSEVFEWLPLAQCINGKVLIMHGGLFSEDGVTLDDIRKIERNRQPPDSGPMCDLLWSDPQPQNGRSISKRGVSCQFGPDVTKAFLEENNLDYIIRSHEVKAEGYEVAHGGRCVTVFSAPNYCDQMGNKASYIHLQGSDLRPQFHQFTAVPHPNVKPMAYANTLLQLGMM
core dimer inh: HCV core protein dimerization inhibition; TR-FRET GST/Flag-core106 dimerization, 1536-well; AID 1899; inhibition, % at 5 µM; actives 0.33% (n = 300,000);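 active = inhibition above the mean of all tested compounds plus 3 SD, set per screening campaign, cut at about 45% in these data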
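Material: GST/Flag-tagged HCV core106 proteins. Incubation: 4 h, 22.5 °C incubation. Read-out basis: inhibition (%) from 671 over 617 nm ratio. Measured by: TR-FRET, excitation 340 nm, emission 617 and 671 nm.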
PP1 inh: blocks human PP1-alpha phosphatase, a PP5 counter-screen | inhibition, % at 6.7 µM | purified PP1alpha, OMFP fluorescence | actives 0.9% (n = 320,000) | AID 2235;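 active = inhibition above the mean inhibition of all tested compounds plus 3 SD, computed separately for each screening campaign, cut at about 15% in these data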
GRK2 aptamer HTS: blocks RNA aptamer binding to human GRK2; AID 488847; bead flow cytometry, FAM-aptamer displacement from GRK2; inhibition of aptamer binding, % at 10 µM; actives 0.59% (n = 330,000); P25098;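 active = inhibition of aptamer binding above 40%, roughly 3 SD of noise, on plates passing a quality check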;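 also: median bead fluorescence of bound FAM aptamer so fluorescent compounds give negative values; no value below 0 was filed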
proCasp7 act: counter-screen for procaspase-3 activators: activators of human procaspase-7 | recombinant procaspase-7, Ac-DEVD-pNA absorbance 405 nm; D23A/D198A/D206A triple mutant, cannot self-cleave; scale: DMSO 0, 5 µM enzyme 100 | activation, % at 8.5 µM | actives 0.093% (n = 330,000);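 active = percent activation above the screen-wide mean plus 3 SD, cut at about 25% in these data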
Target sequence (P55210 whole entry D23A/D198A/D206A): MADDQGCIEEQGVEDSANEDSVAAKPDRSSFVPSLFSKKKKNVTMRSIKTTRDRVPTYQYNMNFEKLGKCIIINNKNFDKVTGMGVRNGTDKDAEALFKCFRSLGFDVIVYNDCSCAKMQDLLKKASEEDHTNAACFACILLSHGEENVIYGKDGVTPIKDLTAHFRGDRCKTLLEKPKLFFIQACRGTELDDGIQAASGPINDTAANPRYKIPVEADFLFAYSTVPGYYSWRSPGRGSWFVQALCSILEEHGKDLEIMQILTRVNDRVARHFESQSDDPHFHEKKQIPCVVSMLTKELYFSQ
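Detection: p-Nitroaniline absorbance at 405 nm, read at 0 and 120 min; system: Uncleavable procaspase-7 mutant enzyme; evaluation: % activation from two-timepoint absorbance difference, scaled to controls; times: 1 h enzyme–compound preincubation and 2 h substrate reaction, both 25 °C; buffer or medium: Zinc-free HEPES pH 7.4 with 300 mM NaCl, 0.01% Triton X-100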
* hit, by the source's call; i = inactive; ? = inconclusive; · = no result given. Compounds as they come (roughly 2.6% active in at least one column).

SMILES	VLA-4 inh	procasp3 activ	Fh CTSL1 inh	GASC-1 inh	PP5 primary	core dimer inh	PP1 inh	GRK2 aptamer HTS	proCasp7 act
CCOC(=O)c1c(NC(=O)C2CCCO2)sc(C(N)=O)c1C (centres undefined)	-9	2	-1	4	0.8	-14	-6	1	9
Cc1cc(C)c(C)c(OCC(=O)N2CCCCCC2)c1	5	3	-1	-8	0.6	-2	3	0	8
Cc1ccc(S(=O)(=O)NCCc2cc3ccc(C)cc3[nH]c2=O)cc1	16	-1	1	-19	1.4	10	-1	0	5
NS(=O)(=O)c1ccc(CCNC(=O)COC(=O)/C=C/c2cc(Br)ccc2F)cc1	0	5	·	3	·	·	·	0	16
O=C(CCc1ccc(S(=O)(=O)NCCc2ccccc2)cc1)NCc1ccco1	28	-2	4	2	-1.3	11	-1	1	14
COC(=O)C1=C(C)N(Cc2ccccc2)C(=O)N[C@H]1c1ccco1	-3	-5	2	-10	-0.3	10	1	3	5
C[C@H](CO)N1C[C@H](C)[C@@H](CN(C)Cc2ccc(Cl)c(Cl)c2)Oc2c(NC(=O)CCC(F)(F)F)cccc2C1=O	12	-4	·	·	·	·	·	2	5
Cc1cc(-c2ccccc2)nc2cc(C(=O)OC(C)C)nn12	5	-1	-2	-3	3.2	1	0	0	-1
O=C(CCSCCc1ccccn1)Nc1ccc(Cc2ccncc2)cc1	-7	2	-2	-4	-2.0	7	-1	0	7
Fc1cccc(Cn2cc(C(=S)N3CCOCC3)c3ccccc32)c1	-1	-6	1	-2	0.0	-4	-4	0	-15
CCCC(C(=O)NCCC(C)C)N(Cc1ccc(OC)cc1)C(=O)c1snc(C(N)=O)c1N (centres undefined)	12	3	1	1	4.1	4	5	1	2
O=C(CCN1CCCCC1)Nc1cccc(Br)c1	1	5	0	18	-3.8	5	-3	1	0
CCCn1c(SC(C)C(=O)NCC2CCCO2)nc2sc3c(c2c1=O)CCC3 (centres undefined)	0	-3	0	2	1.3	3	-3	1	1
CCC(OC(=O)c1cccs1)C(=O)NC1CCCCC1 (centres undefined)	-6	-10	-8	?	0.0	-2	-1	1	0
COc1ccc(Cn2ccnc2SCC(=O)NC2CCCCC2)cc1	3	0	-5	-7	2.3	2	4	10	-5
COc1ccc(C(=O)N/C(=C\c2cn(S(=O)(=O)N(C)C)c3ccccc23)C(=O)NCCCn2ccnc2)cc1	12	-5	2	15	0.9	-1	2	3	14
NCCCC[C@H]1CNC(=S)N1CCc1cc(C(F)(F)F)cc(C(F)(F)F)c1	-3	-4	11	4	-9.2	-11	2	0	9
CC(/C=N/n1cnnc1)=C\c1ccco1	-6	0	0	0	1.1	-9	1	1	-2
CC(C)c1nnc(NC(=O)c2nc(S(=O)(=O)Cc3ccccc3)ncc2Cl)s1	-7	5	-4	-10	1.7	-3	1	3	0
CC1CCCCC1NC(=O)CCS(=O)(=O)c1ccc(Cl)cc1 (centres undefined)	6	6	·	1	·	·	·	27	2

Record cards (already shown). Values in the order: VLA-4 inh, procasp3 activ, Fh CTSL1 inh, GASC-1 inh, PP5 primary, core dimer inh, PP1 inh, GRK2 aptamer HTS, proCasp7 act
CCC(OC(=O)c1cccs1)C(=O)NC1CCCCC1 (centres undefined) is entered as -6, -10, -8, ?, 0.0, -2, -1, 1, 0
NCCCC[C@H]1CNC(=S)N1CCc1cc(C(F)(F)F)cc(C(F)(F)F)c1 is entered as -3, -4, 11, 4, -9.2, -11, 2, 0, 9
O=C(CCc1ccc(S(=O)(=O)NCCc2ccccc2)cc1)NCc1ccco1 is entered as 28, -2, 4, 2, -1.3, 11, -1, 1, 14
CCOC(=O)c1c(NC(=O)C2CCCO2)sc(C(N)=O)c1C (centres undefined) is entered as -9, 2, -1, 4, 0.8, -14, -6, 1, 9
Cc1ccc(S(=O)(=O)NCCc2cc3ccc(C)cc3[nH]c2=O)cc1 is entered as 16, -1, 1, -19, 1.4, 10, -1, 0, 5

New compounds follow.
SMILES	VLA-4 inh	procasp3 activ	Fh CTSL1 inh	GASC-1 inh	PP5 primary	core dimer inh	PP1 inh	GRK2 aptamer HTS	proCasp7 act
COCCCN1CN=C(NS(=O)(=O)c2ccc(C)cc2)NC1	6	1	-2	-9	-0.7	4	-4	2	-2
O=C(N[C@@H](Cc1ccc(O)cc1)C(=O)O)C(c1ccccc1)c1ccccc1	·	15	-4	-24	0.4	6	-6	·	1
CC(=O)Nc1ccc(S(=O)(=O)NNC(=O)CCC(=O)NCc2ccccc2)cc1	7	-2	·	3	·	·	·	0	5
O=c1c(-c2nnc(SCc3ccc(Cl)cc3)o2)cccn1Cc1ccccc1	-8	-6	2	-8	1.4	9	10	0	-1
CCOC(=O)c1nnn(CC(=O)Nc2ccccc2OC)c1C(=O)OCC	-3	3	0	1	0.2	-1	-4	0	2
Brc1ccc(-c2nc(-c3ccccn3)no2)o1	10	-6	0	5	-0.8	-5	-6	0	3
CC(C)OC(=O)/C(C#N)=C/c1c[nH]c2ccccc12	12	-13	8	-6	5.0	-3	3	0	-13
Cc1ccc(-n2c(SCC(=O)NCc3ccco3)nnc2-c2cccnc2)cc1	1	-7	1	32	3.2	0	-1	2	11
COc1cc(COc2ccc3c(C)c(CCC(=O)O)c(=O)oc3c2)cc(OC)c1OC	7	2	3	4	2.5	9	2	3	-5
CCOC(=O)c1nc2nc(C)c(Cl)c(=O)n2[nH]1	-1	5	-1	-6	-0.2	-9	-3	0	3
CC(=O)C1C(c2ccc(F)c(F)c2)NC(=O)NC1(O)C(F)(F)F (centres undefined)	5	-1	-2	4	-0.2	0	-1	0	-1
Cc1cc(=O)[nH]c(SCc2cccc(Br)c2)n1	16	-4	-4	-26	0.3	3	2	4	-10
CCN(CC)C(=O)CSc1nc2ncccc2[nH]1	-16	0	19*	11	2.9	-1	-4	0	0
O=C(Nc1ccccc1F)C1CCN(S(=O)(=O)c2cccc3nonc23)CC1	-16	-4	-3	-35	-0.9	1	-3	0	-8
Cc1ccc(SCc2ccc(C(=O)Nc3cccc([N+](=O)[O-])c3)cc2)cc1	-8	-9	-2	i	-0.2	5	2	0	3
Cc1cccc(C)c1OCc1n[nH]c(=S)n1-c1ccccc1	-3	-8	0	-5	-0.7	0	-1	0	-22
C[n+]1cc(-c2ccccc2)oc1-c1ccccc1	4	0	12	-13	2.2	-18	-4	3	-2
CSc1nsc(SCC(=O)Nc2ccc(Br)cn2)n1	-3	-5	-5	-4	4.3	12	0	1	-8
COc1ccc(CCn2c(-c3cc([N+](=O)[O-])cc([N+](=O)[O-])c3)nc3nc4ccccc4nc32)cc1	-1	4	-1	1	-0.1	9	3	2	0
CCOC(=O)c1cnc(SCC(=O)Nc2cc(OC)cc(OC)c2)nc1N	2	-14	-2	-10	-2.5	-5	-4	3	2
CNC(=O)c1[nH]cnc1C(=O)Nc1ccc(C)cc1	-9	-5	-1	0	2.4	-7	-1	0	6
CCCOc1ccc(/C=N/NC(=O)c2c(-c3ccccc3)noc2C)cc1OC	-2	1	-1	26	3.2	7	2	1	2
Clc1cccc(Oc2ncccn2)c1	2	0	0	4	0.4	-9	-2	0	-2
CCCc1cc(=O)[nH]c(SCc2cc(=O)oc3c(C)c(C)ccc23)n1	-3	-7	2	-1	0.5	15	-5	1	-7
COC(=O)/C(C#N)=C/c1ccc(N2CCOCC2)c([N+](=O)[O-])c1	0	0	0	5	-1.2	-1	-1	1	12
O=c1[nH]c(CO)nc2c1oc1ccccc12	10	-1	7	-16	-0.7	3	-1	0	13
Cc1ccc(NC2CCCN(C(=O)CCc3cn[nH]c3)C2)cc1C (centres undefined)	3	8	2	-20	2.4	1	2	0	1
C=CCN(CC=C)C(=O)Nc1ccc2nc(C)sc2c1	16	11	-3	2	2.9	-4	-3	0	13
c1ccc(SCc2nc(-c3ccccn3)no2)cc1	8	0	-8	0	4.2	3	2	5	16
COc1ccccc1Nc1nc2ccccc2n1C	28	-1	3	8	-1.3	8	2	10	7
Cc1ccc(-n2c(C)cc(/C=C(\C#N)C(=O)NCC3CCCO3)c2C)cc1 (centres undefined)	0	4	5	-3	5.3	0	-1	2	4
O=C(c1cc(-c2ccco2)on1)N1CCCc2ccccc21	0	-2	3	1	-0.6	20	3	0	-7
CC(C)CCNC(=O)C1CCC(CNS(=O)(=O)c2cccc3nsnc23)CC1 (centres undefined)	5	4	3	31	0.1	-5	-1	1	8
CCOc1ccc(CCNC(=O)CCc2nc3ccccc3[nH]2)cc1OCC	4	-2	-2	-8	2.2	4	-1	1	4
COc1ccc(CNC(=O)CN(c2ccccc2OC)S(=O)(=O)c2cccs2)cc1	28	1	·	5	·	·	·	36	2
Cc1c(C(=O)OCC(=O)N(C)C2CCS(=O)(=O)C2)oc2ccc(Br)cc12 (centres undefined)	1	-5	-1	5	9.6	4	-1	0	-4
COCCCn1c2nc3ccccc3nc2c2c(=O)n(-c3ccccc3OC)c(C)nc21	-3	-11	-3	4	2.0	-3	2	0	-5
Cc1cc(Cl)ccc1NC(=O)CCC(=O)O	17	-2	5	0	-0.3	-3	-4	0	-1
COc1ccccc1Nc1ncnc2ccc(C)cc12	3	-10	2	-2	5.0	-3	0	1	-8
CCOc1ccc(S(=O)(=O)NCC2CCCO2)cc1 (centres undefined)	-17	3	6	3	2.0	3	1	0	6
COc1ccc(C2NC(=O)c3ccccc3N2)cc1OC (centres undefined)	2	8	5	-4	2.1	-5	-3	0	-4
O=C(NC1CCCCC1)C(c1ccco1)N(C(=O)c1csnn1)c1ccccc1 (centres undefined)	0	0	2	-3	-1.8	25	6	17	0
CC(C)(CNC(=O)c1cc2c(s1)CCCC2)N1CCOCC1	-4	4	6	-20	1.5	0	-4	0	1
O=C(NCCCN1CCOCC1)c1ccc2c(=O)n(Cc3ccccc3)c(=S)[nH]c2c1	-5	3	0	-32	0.5	-12	2	0	11
CCOc1ccc(N=Nc2c(C)[nH]n(-c3ccccc3)c2=O)cc1	6	0	-1	3	0.0	-2	0	0	-5
Cc1ccc(C(=O)NC2CCN(CC(=O)NCc3cccs3)CC2)cc1	5	7	-2	-22	-0.7	1	-3	2	7
O=C(O)c1ccccc1-c1ccccc1C(=O)Nc1ccccc1-c1ccccc1	4	7	-5	4	1.1	2	-3	0	3
CNc1nc(Cl)c(SC)c(NCc2ccc(F)cc2)n1	-4	5	0	-3	1.6	2	0	2	6
Cc1ccc(S(=O)(=O)N2CCN(Cc3cc4c(cc3Br)OCCO4)CC2)cc1	-1	4	·	3	2.1	·	0	0	5
O=C(O)c1cc2c(cc1NC(=O)c1c(F)cccc1F)OCCCO2	2	-1	-2	-6	1.4	-3	-1	4	7
O=C1CNC(=O)/C1=C\c1ccc(O)cc1	6	-19	-4	0	1.0	2	-3	2	-17
COc1ccc(OCC(=O)N/N=C/c2ccncc2)cc1	0	-1	1	7	0.4	0	-6	1	-5

Screens deposited in PubChem by several laboratories.
